M4 antag: CHRM4 antagonism in calcium assay. hit rate 0.73% among 360,000. AID 624125. CHO-hM4 cells, ACh EC80, Fluo-8 calcium fluorescence. inhibition, % at 3 µM;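 active means inhibition above its plate's cutoff, the mean inhibition of sample wells plus 3 SD, cut at about 27% in these data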;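 further: 0% = acetylcholine EC80 with DMSO and 100% = DMSO without agonist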
Target sequence (P08173 whole entry, looked up): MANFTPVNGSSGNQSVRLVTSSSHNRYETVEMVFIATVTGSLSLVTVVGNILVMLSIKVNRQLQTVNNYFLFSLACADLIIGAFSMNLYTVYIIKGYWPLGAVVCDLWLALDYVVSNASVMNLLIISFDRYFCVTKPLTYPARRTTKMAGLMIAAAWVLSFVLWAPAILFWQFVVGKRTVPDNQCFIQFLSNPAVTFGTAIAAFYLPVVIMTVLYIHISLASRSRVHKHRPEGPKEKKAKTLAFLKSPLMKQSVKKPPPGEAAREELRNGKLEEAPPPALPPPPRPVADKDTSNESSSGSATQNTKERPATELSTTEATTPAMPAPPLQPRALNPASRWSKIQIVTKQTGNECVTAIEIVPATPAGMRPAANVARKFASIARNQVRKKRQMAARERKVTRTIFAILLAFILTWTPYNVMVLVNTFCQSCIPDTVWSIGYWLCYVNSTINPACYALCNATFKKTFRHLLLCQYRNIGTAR
CHRM4 agonist: CHRM4 agonism in calcium assay; P08173; CHO-K1 hM4/Gqi5, Fluo-8 calcium fluorescence; vehicle 0%, full acetylcholine response 100%; hit rate 0.14% among 360,000; activation, % at 3 µM; AID 624127;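 active means activation above the run mean over all test wells plus 3 SD, cut at about 32% in these data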;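 further: peak over basal fluorescence ratio per well then scaled between controls; 0% = DMSO wells and 100% = acetylcholine at EC100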
CHRM5 antagonist: CHRM5 antagonism in calcium assay; hit rate 0.59% among 360,000; P08912; inhibition, % at 3 µM; CHO-hM5 cells, Fluo-8 calcium fluorescence, ACh EC80; AID 624040;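 active means inhibition above a per-plate cutoff, the mean of that plate's test compounds plus 3 SD, cut at about 27% in these data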;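 further: 0% = acetylcholine EC80 with DMSO and 100% = DMSO without agonist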
Target sequence (P08912 whole entry, looked up): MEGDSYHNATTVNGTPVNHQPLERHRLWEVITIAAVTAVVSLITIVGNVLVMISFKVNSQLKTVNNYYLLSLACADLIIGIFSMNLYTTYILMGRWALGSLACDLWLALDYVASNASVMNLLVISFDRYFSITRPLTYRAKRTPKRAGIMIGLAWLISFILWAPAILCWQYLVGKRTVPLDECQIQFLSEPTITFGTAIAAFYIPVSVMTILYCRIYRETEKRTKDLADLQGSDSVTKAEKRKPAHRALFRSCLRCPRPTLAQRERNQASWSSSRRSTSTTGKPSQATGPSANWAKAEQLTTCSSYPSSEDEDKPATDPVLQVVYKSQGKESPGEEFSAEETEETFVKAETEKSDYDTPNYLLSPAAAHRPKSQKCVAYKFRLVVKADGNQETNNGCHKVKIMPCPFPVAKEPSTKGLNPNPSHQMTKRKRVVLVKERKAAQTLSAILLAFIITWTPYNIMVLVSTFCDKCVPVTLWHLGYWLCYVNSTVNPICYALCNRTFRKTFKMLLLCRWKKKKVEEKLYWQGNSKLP
CRFR2-BP ag: agonists of human CRF-binding protein/CRF-R2 receptor complex; HEK293 CRF-R2/CRF-BP, calcium dye fluorescence (FLIPR); percent of saturating CRF peptide response; activation, % at 13.2 µM; hit rate 0.46% among 350,000;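 active means activation of at least 50%, plus an integration ratio under a set limit after plate pattern correction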;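 further: plate controls were neutral control wells without compound for no effect and CRF at EC100 for full effect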
M4 PAM: CHRM4 positive allosteric modulation; hit rate 0.4% among 360,000; activation, % at 3 µM; P08173; CHO-K1 hM4/Gqi5, Fluo-8 calcium fluorescence, ACh EC20; 0% = ACh EC20, 100% = maximal ACh;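 active means activation above its plate's cutoff, the mean activation of sample wells plus 3 SD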; further: some results filed as inactive read as strong as hits
CRFBP-R2 block: CRF-BP/CRF-R2 complex antagonism; HEK293 CRF-R2/CRF-BP, CRF-induced calcium fluorescence; inhibition, % at 11.8 µM; hit rate 0.59% among 350,000;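 active means inhibition of the ligand-induced calcium signal above about 50% at the single tested concentration, limit read from the data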
M5 PAM: CHRM5 positive allosteric modulation; P08912; CHO-K1 hM5, Fluo-8 calcium, ACh EC20 PAM; 0% = ACh EC20, 100% = ACh EC100; activation, % at 3 µM; hit rate 0.3% among 360,000;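 active means activation above the run cutoff, the mean activation of all test compounds plus 3 SD, cut at about 18% in these data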
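system = human M5 receptor in CHO-K1 cells | reagent = EC20 acetylcholine as agonist stimulus | compound dosing = single-point, 3 µM nominal | incubation = Fluo-8 loading 80 min at 37 °C plus 30 min room temperature | detection = Fluo-8 calcium dye fluorescence, kinetic read | benchmarks = low control EC20 acetylcholine (0%), high control EC100 acetylcholine (100%)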
IDE inh: inhibits human insulin-degrading enzyme in HEK cells | P14735 | FAbetaB cleavage, fluorescence polarization | inhibition, % at 5.59 µM | hit rate 0.41% among 320,000 | AID 434962;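 active means percent inhibition above the average of all tested compounds plus 3 SD, set per screening campaign, cut at about 16% in these data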;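 further: IDE supplied by intact live HEK cells; FP after avidin binding of uncleaved biotin substrate so inhibition keeps polarization high; 0% = DMSO wells and 100% = 60 µM reference IDE inhibitor Ii1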
CHRM5 agonist: CHRM5 agonism in calcium assay; CHO-K1 hM5 cells, Fluo-8 calcium fluorescence; 0% DMSO wells, 100% maximal acetylcholine response; activation, % at 3 µM; hit rate 0.19% among 360,000;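 active means activation above the run's mean over test compounds plus 3 SD, cut at about 23% in these data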;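 further: signal is peak over basal fluorescence ratio across the kinetic read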
The depositor's hits bear a star; . = no result given.

1) CC12CC(c3ccccc3O1)N(C(=O)c1ccc(Br)o1)C(=O)N2c1ccccc1 (configuration not stated)
2) COc1cccc(C(=O)NNC(=O)CCc2ccccc2)c1
3) COCC(=O)N1CCC(Oc2ccc(C(=O)N3CCCCCC3)cc2)CC1
4) O=C(NCc1cccnc1)Nc1ccccc1F
5) O=C(c1cc(COc2ccc(F)c(F)c2)on1)N1CCSCC1
6) N=c1c2c(ncn1Cc1ccco1)Oc1cc(O)ccc1C2c1ccccc1 (configuration not stated)
7) Cn1c(=O)oc2ccccc2c1=O
8) COc1cc(NC(=O)CNC(=O)Cn2c(C)cc3ccccc3c2=O)cc(OC)c1OC
entry no.	1	2	3	4	5	6	7	8
CHRM5 agonist	-2	-2	-2	-4	-3	-8	2	-3
CHRM5 antagonist	-6	-8	6	-5	-3	9	2	9
IDE inh	0	3	-1	0	.	7	.	6
M4 antag	-5	6	2	1	0	9	4	-6
M4 PAM	4	3	-3	0	-7	-15	0	-4
CHRM4 agonist	0	2	1	1	2	7	1	1
M5 PAM	7	2	-2	1	10	-7	-9	1
CRFR2-BP ag	0.0	0.8	0.3	-1.1	-1.2	2.7	-2.4	-1.0
CRFBP-R2 block	-2	-2	-13	-13	19	36	8	-6

9) O=C(O)c1ccc(N2C(=O)CC(N3CCC(c4nc5ccccc5[nH]4)CC3)C2=O)cc1 (configuration not stated)
10) CCOC(=O)c1ccc2[nH]c3c(c2c1)CCCC3NC=O (configuration not stated)
11) FC(F)(F)Sc1ccc(NC(=S)NCc2ccccc2)cc1
12) CC(=O)NCCC(=O)N(C)CC1CCN(CCc2cccc(C(F)(F)F)c2)CC1
13) Cc1ccc(C(=O)N[C@H](C(=O)Nc2ccc(F)cc2)C(C)C)cc1
14) CCCCN1C(C(=O)Nc2cc(C)on2)=C(O)c2ccccc2S1(=O)=O
15) Cc1ccc(OCCOCCN2CCN(C)CC2)c(C(C)(C)C)c1
16) O=C1CC2(CCN1)CCN(Cc1ccccc1)CC2
entry no.	9	10	11	12	13	14	15	16
CHRM5 agonist	2	3	2	-22	-8	0	-4	-2
CHRM5 antagonist	-5	3	28*	-4	0	16	7	5
IDE inh	-4	-2	-6	.	3	1	0	.
M4 antag	0	5	16	-2	-8	2	-7	5
M4 PAM	12	-4	-11	-1	10	-3	3	-3
CHRM4 agonist	1	1	13	1	0	1	2	2
M5 PAM	10	-7	-22	1	1	-7	4	-1
CRFR2-BP ag	0.2	0.3	12	1.8	-1.7	0.1	-0.8	1.7
CRFBP-R2 block	2	1	-2	1	-3	5	0	-16

Shown as a hit in CHRM5 antagonist, among the entries above:
11) FC(F)(F)Sc1ccc(NC(=S)NCc2ccccc2)cc1
entry no.	11
CHRM5 agonist	2
CHRM5 antagonist	28*
IDE inh	-6
M4 antag	16
M4 PAM	-11
CHRM4 agonist	13
M5 PAM	-22
CRFR2-BP ag	12
CRFBP-R2 block	-2

More records follow:
17) CN1CCN(C(=O)Nc2ccc3c(c2)N(C)C(=O)c2ccccc2S3)CC1
18) O=C(Nc1ccc(F)cc1)c1cc2ccccc2o1
19) CCOC(=O)c1cn(CC(=O)Nc2ccc(OC)cc2OC)nn1
20) Cc1cc(C(=O)OCC(=O)Nc2ncc(C(F)(F)F)cc2Cl)c(C)o1
21) Cc1ccc(C2N(c3ccc(Cl)cc3)C(=O)N3CCCN23)cc1 (configuration not stated)
22) CCOc1ccccc1NC(=O)Nc1cc(OC)ccc1OC
23) COc1ccc(S(=O)(=O)N2CCCCC2)cc1NC(=O)c1cccc(S(=O)(=O)N2CC(C)OC(C)C2)c1 (configuration not stated)
24) Cc1cc(=O)oc2cc(OC(C)C)ccc12
entry no.	17	18	19	20	21	22	23	24
CHRM5 agonist	1	0	1	2	2	-2	-8	1
CHRM5 antagonist	3	-10	8	4	-11	-11	7	-1
IDE inh	7	-3	-1	2	4	3	.	-5
M4 antag	-7	-4	-4	-6	-10	13	-5	10
M4 PAM	0	-1	9	7	-15	1	1	-2
CHRM4 agonist	2	0	1	2	4	2	1	-1
M5 PAM	-2	6	-1	-3	5	2	-5	0
CRFR2-BP ag	-1.3	-1.2	0.4	5.2	-1.8	0.5	0.1	-1.0
CRFBP-R2 block	4	-1	5	-7	-3	-8	7	-5

25) CCCCn1c(SCC(=O)NC2CCCC2)nc2ccccc2c1=O
26) CCN(CC)S(=O)(=O)c1ccc2[nH]cc(C(=O)NCCC3=CCCCC3)c(=O)c2c1
27) CCOC(=O)C1CCN(CCC(=O)Nc2ccc(C)c(C)c2)CC1
28) N=C(c1ccc([N+](=O)[O-])cc1)N1CCCCC1
29) CC1=CC2=NC(=O)/C(=C/c3coc4ccc(Cl)cc4c3=O)C(=N)N2O1
30) COC(=O)c1cn(C(=O)c2ccccc2)c2ccccc12
31) Cn1c(SCc2ccccc2F)nc2ccccc2c1=O
32) Oc1ccccc1-c1n[nH]c(-c2ccccc2O)n1
entry no.	25	26	27	28	29	30	31	32
CHRM5 agonist	2	-2	-4	-1	83*	-3	10	1
CHRM5 antagonist	1	9	6	-1	41*	0	-16	3
IDE inh	-4	2	6	0	62*	-1	0	.
M4 antag	-2	7	1	3	23	2	-12	-27
M4 PAM	-2	4	-3	9	-14	5	-8	5
CHRM4 agonist	0	2	2	0	45*	1	4	6
M5 PAM	-1	0	5	0	-29	0	-4	7
CRFR2-BP ag	1.0	-1.1	0.5	0.3	106*	0.6	3.1	33
CRFBP-R2 block	-2	-2	-11	0	-60	1	-4	19

33) O=C(c1ccc(C(F)(F)F)cc1)C1CCCN(C(=O)CCc2ccncc2)C1 (configuration not stated)
34) Cc1c(C(=O)NN2CCN(C)CC2)cccc1[N+](=O)[O-]
35) Cc1cc(C(=O)N/N=C/c2ccccc2)c(C)o1
36) Cc1c(Cl)c([N+](=O)[O-])nn1CCCC(=O)Nc1cccc(Cl)c1
37) O=C(c1cc([N+](=O)[O-])ccc1N1CCOCC1)N1CCN(c2ccc([N+](=O)[O-])cc2)CC1
38) CC(=O)CCC1CC(c2ccc(Cl)cc2)=NO1 (configuration not stated)
39) CC(C)Cc1nnc(NC(=O)CCC(=O)N2CCC(C)CC2)s1
40) O=C(O)C1C2C=CC(C2)C1C(=O)NC1CCN(Cc2ccccc2)CC1 (configuration not stated)
entry no.	33	34	35	36	37	38	39	40
CHRM5 agonist	2	1	10	0	-4	-1	-1	-2
CHRM5 antagonist	6	-4	-13	7	7	-8	-8	6
IDE inh	4	0	1	-3	-15	0	1	8
M4 antag	9	-7	3	12	1	0	-6	4
M4 PAM	-6	6	-1	-15	-5	7	3	1
CHRM4 agonist	7	3	0	5	0	0	2	1
M5 PAM	-8	8	10	-10	-4	10	2	0
CRFR2-BP ag	-1.1	-0.4	0.0	-2.4	0.7	0.3	0.3	2.7
CRFBP-R2 block	-4	12	-8	-28	6	1	-10	-7

Complete entries from above:
Entry for `Cc1c(Cl)c([N+](=O)[O-])nn1CCCC(=O)Nc1cccc(Cl)c1` : CHRM5 agonist: 0; CHRM5 antagonist: 7; IDE inh: -3; M4 antag: 12; M4 PAM: -15; CHRM4 agonist: 5; M5 PAM: -10; CRFR2-BP ag: -2.4; CRFBP-R2 block: -28
Entry for `Cc1cc(C(=O)N/N=C/c2ccccc2)c(C)o1` : CHRM5 agonist: 10; CHRM5 antagonist: -13; IDE inh: 1; M4 antag: 3; M4 PAM: -1; CHRM4 agonist: 0; M5 PAM: 10; CRFR2-BP ag: 0.0; CRFBP-R2 block: -8
Entry for `Cc1c(C(=O)NN2CCN(C)CC2)cccc1[N+](=O)[O-]` : CHRM5 agonist: 1; CHRM5 antagonist: -4; IDE inh: 0; M4 antag: -7; M4 PAM: 6; CHRM4 agonist: 3; M5 PAM: 8; CRFR2-BP ag: -0.4; CRFBP-R2 block: 12

Remaining list, next part.
41) Cc1ccc(C)c(NC(=O)CCN2CCN(c3ccccc3F)CC2)c1
42) CCOC(=O)CSc1nnc(NC(=O)c2cccc(S(=O)(=O)N3CCCCC3)c2)s1
43) Cc1ccc(/C([O-])=C(/C(=S)NCc2ccco2)[n+]2ccccc2)cc1[N+](=O)[O-]
44) O=C(COC(=O)/C=C/c1cc(Br)ccc1F)NC1CC1
45) COc1ccccc1N/N=C1\COC(C)(C)CC1=O
46) Cc1ccc(CNC(=O)Cn2cnc3cc([N+](=O)[O-])ccc3c2=O)cc1
47) Cc1ccccc1C(=O)NNC(=O)c1cccc(Br)c1
48) N#Cc1c(-c2ccccc2)c(-c2ccccc2)n[nH]c1=O
entry no.	41	42	43	44	45	46	47	48
CHRM5 agonist	-4	0	3	5	2	3	4	5
CHRM5 antagonist	5	10	-15	-6	-5	-14	-1	32*
IDE inh	-2	-5	1	3	3	0	2	2
M4 antag	-6	-10	-5	3	5	-12	-5	-4
M4 PAM	-3	-5	14	9	2	-3	5	2
CHRM4 agonist	2	1	2	6	1	1	2	1
M5 PAM	-3	-3	9	5	-1	3	5	21*
CRFR2-BP ag	-2.2	1.4	0.2	-1.6	-1.2	1.5	-0.3	-1.9
CRFBP-R2 block	7	3	11	15	4	5	7	5

49) CC(=O)c1ccc(S(=O)(=O)NCC(=O)NC(c2nc3ccccc3[nH]2)C(C)C)cc1 (configuration not stated)
50) N#C/C(=C\c1cccnc1)c1ccc(Br)cc1
51) O=C(Cc1ccccc1)NCC(=O)N/N=C/c1cccs1
52) O=C1CC2(CCN(C(=O)c3cccc(F)c3)CC2)Oc2ccccc21
53) Cc1cn(C2C=CC(CO)O2)c(=O)[nH]c1=O (configuration not stated)
54) Cn1nnc(C(O)CNCc2ccc(Cl)cc2)n1 (configuration not stated)
55) Cc1cc(C(=O)OCC(=O)N2C(C)CCCC2C)c(C)o1 (configuration not stated)
56) CC(=O)c1ccccc1C(=O)N1CCCC(CCC(=O)N2CCN(c3ccccn3)CC2)C1 (configuration not stated)
entry no.	49	50	51	52	53	54	55	56
CHRM5 agonist	1	-1	3	0	-3	2	0	-1
CHRM5 antagonist	15	1	2	0	-6	10	0	10
IDE inh	0	6	5	3	5	8	7	12
M4 antag	23	-4	0	-2	-17	-8	1	7
M4 PAM	-3	-4	4	1	6	-3	-4	-2
CHRM4 agonist	1	1	0	3	1	0	0	3
M5 PAM	-8	1	2	1	0	3	-3	-4
CRFR2-BP ag	0.6	-1.9	-1.3	6.3	-1.4	6.7	-0.2	-0.1
CRFBP-R2 block	-13	-10	-12	17	-3	-5	10	-7

57) Cc1c(C(=O)Nc2c3c(nn2C(C)(C)C)CS(=O)(=O)C3)cccc1[N+](=O)[O-]
58) O=C(NCc1ccc(F)cc1)C1CCN(S(=O)(=O)N2CCCCC2)CC1
59) COc1cc(C)c(CN2CCSCC2)cc1C
60) COc1ccc(OC)c(CN2CCC(C(=O)N3CCOCC3)CC2)c1
61) O=C(Nc1ccc(S(=O)(=O)N2CCOCC2)cc1)C1CC1
62) COc1cccc(-n2nc(C(=O)O)c3ccccc3c2=O)c1
entry no.	57	58	59	60	61	62
CHRM5 agonist	0	2	1	-1	-4	3
CHRM5 antagonist	5	-9	2	-1	19	-3
IDE inh	1	11	-2	3	-1	-7
M4 antag	6	-21	-5	1	3	-22
M4 PAM	-1	4	-2	-3	2	11
CHRM4 agonist	3	3	-1	1	0	-3
M5 PAM	2	2	0	0	-8	0
CRFR2-BP ag	-1.6	-0.7	8.9	1.8	0.0	0.6
CRFBP-R2 block	-5	12	-11	-26	5	18

Arranged by the number under CHRM5 antagonist (lowest first): some entries from above
No.	smiles	CHRM5 antagonist
62	COc1cccc(-n2nc(C(=O)O)c3ccccc3c2=O)c1	-3
59	COc1cc(C)c(CN2CCSCC2)cc1C	2
61	O=C(Nc1ccc(S(=O)(=O)N2CCOCC2)cc1)C1CC1	19
